Compound activity from PubChem BioAssay.
V1aR counter = agonists of human V1a receptor, primary screen, counter-screen for OXTR agonist project, fluorescence, CHO-V1R cells; Vasopressin V1a receptor (Homo sapiens), P37288; AID 2797, 2010; activation, % at 3 µM; Fluo-8 calcium fluorescence, agonist mode; 0% DMSO, 100% 3 nM vasopressin; 320,000 compounds, 0.25% hits;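 active means activation above the mean activation of all tested compounds plus 3 SD, per screening run, cut at about 20% in these data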;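 further: signal is peak over basal fluorescence ratio across a 100 second FLIPR read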
Target sequence (P37288 whole entry, looked up): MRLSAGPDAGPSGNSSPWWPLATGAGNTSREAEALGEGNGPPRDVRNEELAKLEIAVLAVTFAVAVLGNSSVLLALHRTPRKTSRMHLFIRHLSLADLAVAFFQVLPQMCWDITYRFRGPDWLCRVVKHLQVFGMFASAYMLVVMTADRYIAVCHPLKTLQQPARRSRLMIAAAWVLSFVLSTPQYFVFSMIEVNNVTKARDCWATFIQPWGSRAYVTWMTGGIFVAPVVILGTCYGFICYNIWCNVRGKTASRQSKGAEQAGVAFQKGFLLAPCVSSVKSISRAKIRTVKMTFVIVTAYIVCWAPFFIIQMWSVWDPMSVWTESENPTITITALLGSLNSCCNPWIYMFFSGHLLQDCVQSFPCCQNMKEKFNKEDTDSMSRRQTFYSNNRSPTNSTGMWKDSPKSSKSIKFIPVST
CHRM1 agonist = human M1 muscarinic receptor agonists, primary screen, Fluo-8 calcium fluorescence, CHO-K1 cells, HTS | CHO-K1 hM1, agonist mode; 0% DMSO, 100% acetylcholine EC100 | activation, % at 3 µM | 360,000 compounds, 0.33% hits | AID 588814, 2011;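 active means activation above the run's mean compound activation plus 3 SD, cut at about 16% in these data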;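 further: peak over basal fluorescence ratio within a 140 s kinetic read after compound addition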
Target sequence (P11229 whole entry, looked up): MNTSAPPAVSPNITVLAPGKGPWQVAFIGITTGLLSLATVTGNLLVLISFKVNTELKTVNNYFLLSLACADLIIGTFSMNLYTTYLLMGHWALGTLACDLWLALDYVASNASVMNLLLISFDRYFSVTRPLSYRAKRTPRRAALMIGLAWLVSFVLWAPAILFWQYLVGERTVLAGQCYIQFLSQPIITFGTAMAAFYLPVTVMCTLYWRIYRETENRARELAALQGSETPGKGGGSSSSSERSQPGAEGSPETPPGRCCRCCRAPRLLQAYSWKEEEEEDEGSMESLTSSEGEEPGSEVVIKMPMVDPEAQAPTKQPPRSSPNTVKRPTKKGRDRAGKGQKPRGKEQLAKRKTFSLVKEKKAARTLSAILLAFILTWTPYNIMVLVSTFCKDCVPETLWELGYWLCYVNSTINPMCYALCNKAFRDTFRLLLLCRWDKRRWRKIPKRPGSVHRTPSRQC
CHO-K1 Ca antag = M1 antagonist counterscreen hit in parental CHO-K1 cells; inhibition, % at 3 µM; AID 602250; ATP-induced calcium, Fluo-8 fluorescence; 360,000 compounds, 0.6% hits;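 active means inhibition above a per-plate cutoff, the plate's mean sample inhibition plus 3 SD, cut at about 24% in these data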;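 further: 0% = DMSO plus EC80 ATP and 100% = DMSO alone without ATP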
M1 PAM parental = nonselective calcium activators in parental CHO-K1 cells, primary screen, counter-screen for M1 PAM project, cell-based, Fluo-8 calcium fluorescence, full deck, 1536-well. 360,000 compounds, 0.02% hits. ATP EC20; 0% at ATP EC20, 100% at ATP max. activation, % at 3 µM;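 active means activation above the run cutoff, the mean activation of all test compounds plus 3 SD, cut at about 40% in these data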;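 further: peak over basal fluorescence ratio in a 140 s read after ATP addition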
CHO parental Ca = ATP-evoked calcium signal inhibitors, parental CHO, primary screen, counter-screen for OX1R antagonist project, cell-based, fluorescence, Fluo-8 calcium dye. parental CHO-K1, ATP-induced calcium, Fluo-8 fluorescence. inhibition, % at 5.6 µM. 330,000 compounds, 0.63% hits;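 active means inhibition above that plate's mean sample inhibition plus 3 SD, cut at about 26% in these data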;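 further: 0% = ATP-challenged DMSO wells and 100% = DMSO wells without ATP; some compounds past the cut are filed as inactive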
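Test system: parental CHO cells; detection: calcium-sensitive Fluo-8 fluorescence; evaluation: percent inhibition of calcium signal; also added: ATP as calcium-mobilizing challenge; repeats: one well per compound; control set: ATP-challenged DMSO wells low, unchallenged DMSO wells high; compound: single nominal dose of 5.6 µM per compound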
OXTR potentiate = human OXTR potentiators, primary screen, fluorescence, CHO-OTR cells, Fluo-8 calcium | activation, % at 3 µM | Fluo-8 calcium fluorescence, potentiator mode; 0% = oxytocin EC15, 100% = EC100 | 320,000 compounds, 0.061% hits;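 active means activation above that plate's cutoff, the mean activation of tested compounds plus 3 SD, cut at about 6.6% in these data, passing the limit was not always enough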;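 further: 100% uses oxytocin at 75 nM as the full agonist control; some results filed as inactive read as strong as hits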
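assay system = CHO-OTR cells, human receptor | schedule = compound 6 min at room temperature before oxytocin, 100 s read | detection = Fluo-8 intracellular calcium fluorescence, ex 470-495, em 515-575 nm | evaluation = normalized max/min fluorescence ratio, % activation | control set = EC15 oxytocin alone as 0%, 75 nM oxytocin (EC100) as 100%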
CHO-K1 Ca ag = counter-screen for M1 agonists: effect in parental CHO-K1 cells; activation, % at 3 µM; AID 602248, 2012; Fluo-8 calcium fluorescence; scaled to maximal ATP response, vehicle zero; 360,000 compounds, 0.48% hits; in the data active means activation above about 15%;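 further: untransfected CHO-K1 host cells lacking M1 receptor as counterscreen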
TAAR1 antag = human TAAR1 antagonists, primary screen, Fluo-8 calcium fluorescence, CHO RD-HGA16 cells; Trace amine-associated receptor 1 (Homo sapiens), Q96RJ0; antagonist; inhibition, % at 3 µM; 360,000 compounds, 1.5% hits; AID 624466, 2012;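 active means inhibition above a per-plate cutoff, the mean inhibition of test compounds on that plate plus 3 SD, cut at about 49% in these data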;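 further: 0% = DMSO plus EC80 beta-PEA response and 100% = DMSO alone without agonist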
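Material: CHO RD-HGA16 cells bearing hTAAR1; compound dosing: one-point dosing, 3 µM nominal final; schedule: dye loading 75 min at 37 °C, then 30 min room temperature; measured by: calcium fluorescence with Fluo-8; control set: vehicle and agonist controls; replication: n of 1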
TAAR1 ag = human TAAR1 agonists, primary screen, Fluo-8 calcium fluorescence, CHO RD-HGA16 cells; activation, % at 3 µM; 360,000 compounds, 0.99% hits; Trace amine-associated receptor 1 (Homo sapiens), Q96RJ0; AID 624467, 2012; vehicle wells 0%, saturating PEA agonist 100%;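 active means activation above the mean activation of all test compounds in the run plus 3 SD, cut at about 38% in these data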
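Test system: RD-HGA16 (CHO) cells co-expressing Gα16 and hTAAR1; dosing: one-point dosing at 3 µM (nominal); timing: 17-24 h seeding, 75 min 37 °C dye, 30 min RT; signal: kinetic Fluo-8 calcium fluorescence; read-out basis: % activation relative to PEA EC100 response; controls: DMSO and PEA EC100; replicates: n 1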
Active calls of the source: *; . = no result given.

SMILES	V1aR counter	CHRM1 agonist	CHO-K1 Ca antag	M1 PAM parental	CHO parental Ca	OXTR potentiate	CHO-K1 Ca ag	TAAR1 antag	TAAR1 ag
Clc1ccc(CCNc2ncnc3nc[nH]c23)cc1	9.3	6	30*	-3	22	-11	13	44	15
O=C(NC1CCN(C(=O)NCc2ccccc2)CC1)c1ccccc1	-0.1	-3	5	10	-5	-7	0.3	-11	3
CCOc1ccccc1-c1ccc(C(=O)NCc2ccc(Cl)cc2)o1	.	.	-8	8	.	.	2.1	35	2
CC(=O)Nc1ccc(C2(c3ccc(NC(C)=O)cc3)C(=O)Nc3ccccc32)cc1	0.3	2	-17	7	2	-1	0.3	-20	3
COc1ccc(CNC(=O)C(c2ccncc2)N(C(=O)Cc2cccs2)c2ccc(C)cc2)cc1 (configuration not stated)	-0.2	-4	-8	-2	-27	-9	2.5	6	6
COc1cc(N)c(Cl)cc1C(=O)OCC(=O)N1CCCC1	0.3	-3	-14	11	-16	-9	0.5	-14	3
Cc1ccc(NC(=O)Nc2ccon2)cc1	.	-1	-2	0	.	.	0.6	-18	12
CCOc1ccc(CC(=O)NNC(=S)NC)cc1	0.2	-2	3	-7	-1	-5	-0.2	-33	6
Clc1ccc(CN=C(Nc2ccccc2)NC2CCCCC2)cc1	7.3	-13	3	9	-16	-19	2.4	7	14
COc1ccc(N2CCN(C(=O)CNC(=O)c3ccc(Br)o3)CC2)cc1	-0.1	-1	-12	17	-13	1	1.5	-10	1
CSc1nccc(-c2nn(-c3ccc(C)cc3)ccc2=O)n1	-0.4	-5	-3	17	-4	-5	0.4	2	6
CSc1ccc(C(=O)N2CCC(n3nccc3NC(=O)C3CC3)CC2)cc1	-0.3	4	13	-28	-19	-2	-0.4	-19	1
COC(=O)c1cccc(N(CC(=O)NC2CCCC2)C(=O)CCC(=O)Nc2cc(C)on2)c1	0.6	-2	-12	6	3	0	-0.1	8	-1
CCOC(=O)c1c(-c2ccc(OC)c(OC)c2)csc1NC(=O)C1CCCO1 (configuration not stated)	0.0	-6	-1	-8	-26	-3	2.7	16	2
Cc1c(-c2nnc(-c3ccc(C(F)(F)F)cc3)o2)cnn1-c1ccccc1	0.0	-3	-6	24	2	4	0.5	-10	3
Cc1ccc(-n2c(CCC(=O)O)ccc2-c2cccs2)cc1C	0.1	-3	0	22	6	-4	0.8	10	15
Cc1cc(C)cc(-n2ncc3c2CCCC3NC(=O)c2ccccc2N2CCOCC2)c1 (configuration not stated)	-1.9	-5	-13	4	-19	-1	-0.6	-40	0
NC(=O)c1cnn2c1NC(c1ccc(F)cc1)CC2C(F)(F)F (configuration not stated)	0.7	-2	11	-7	6	6	-0.5	9	4
CCC(C)Nc1nc(-c2ccccn2)nc2ccccc12 (configuration not stated)	3.2	-1	4	-6	-12	-14	1.1	5	-1
CC1CC(C)CN(CCCNC(=O)CCNC(=O)Cn2cnc3ccccc3c2=O)C1 (configuration not stated)	0.3	-6	6	-7	6	-8	0.0	-11	2
Oc1ccc(-c2nccc(-c3ccc(Cl)cc3Cl)n2)cc1	1.2	-5	2	9	0	-5	0.6	-7	16
CCCCn1c(SCC(=O)Nc2nnc(C(C)C)s2)nc2c1c(=O)n(C)c(=O)n2C	1.0	-3	-10	13	-15	4	0.8	16	2
CC1=Nc2ccc(Br)cc2C(c2ccccc2)N1CC(=O)NN (configuration not stated)	-0.3	-3	-5	9	-17	-5	0.5	15	0
Cc1cc(=O)n2nc(N3CCCC(C(=O)Nc4cccc(C)c4C)C3)sc2n1 (configuration not stated)	.	-7	-10	14	.	.	0.8	-8	0
COc1ccc(S(=O)(=O)N(CC(=O)NCc2cccnc2)C2CCCCC2)cc1OC	1.0	-2	-4	6	-21	1	3.1	12	5
Remaining list, next part:
SMILES	V1aR counter	CHRM1 agonist	CHO-K1 Ca antag	M1 PAM parental	CHO parental Ca	OXTR potentiate	CHO-K1 Ca ag	TAAR1 antag	TAAR1 ag
CC(C(=O)NCc1ccc2c(c1)OCO2)N(c1ccccc1)S(C)(=O)=O (configuration not stated)	-0.7	-3	8	4	-13	-5	0.3	-9	2
O=C(CCc1nnc(-c2ccc(-c3ccccc3)cc2)o1)NCCc1ccccn1	4.2	-3	1	-9	-18	-6	5.2	-1	4
O=c1ccn(CCCBr)c(=O)[nH]1	0.8	-2	4	20	-5	-6	2.5	-2	5
N#Cc1ccc(Cn2ccnc2C(=O)Nc2ccccc2)cc1	6.4	-5	-12	16	-12	-15	3.6	-12	3
CCn1c(CC(C)C)n[nH]c1=S	1.4	-4	-5	8	-9	-2	0.2	-11	5
CN(C)C(=O)c1ccc(OCC(F)(F)F)nc1	1.1	-3	-2	20	-8	1	0.8	-21	1
COc1cc(=O)n2c(-c3ccccc3)csc2n1	-1.1	-6	-9	12	-10	-1	-0.2	-2	0
CCCNS(=O)(=O)c1ccc(OCC(=O)N2CCN(c3ccccc3)CC2)cc1	2.0	-7	9	2	-13	-4	-0.6	-10	4
NC(=O)N/N=C/C=C/c1ccc(F)cc1	-0.2	-2	-6	1	-3	4	2.6	-41	10
Cc1ncc(CO)c(CO)c1OCC(O)CN1CCN(c2ccc(F)cc2)CC1 (configuration not stated)	.	-4	-12	19	.	.	1.1	-20	2
CC1=CS(=O)(=O)CC1Sc1nc2ccccc2[nH]1 (configuration not stated)	-0.1	-7	-9	20	-3	-3	1.1	17	0
CC1=NN2C(=N)/C(=C\c3cc(C)n(Cc4ccccc4)c3C)C(=O)N=C2S1	8.3	-3	14	-27	-25	-19	0.1	-4	3
Cc1ccc(S(=O)(=O)N(C)c2cc(S(=O)(=O)N3CCOCC3)c(C)cc2C)cc1	2.4	-3	-11	16	-28	-5	5.5	-4	4
CCOC(=O)/C=c1\s/c(=C\c2ccccc2OC)c(=O)n1CC(=O)N1CCOCC1	-0.2	-1	-4	2	-22	-13	0.9	1	8
Cc1ccc(CNS(=O)(=O)CCNC(=O)c2ccccc2)cc1	0.6	-2	3	1	-2	9	0.6	-5	0
Cc1noc(C)c1C(=O)N1CCC1(C)C(=O)NS(=O)(=O)c1ccc(F)cc1F (configuration not stated)	.	-1	4	-2	.	.	-0.2	5	0
COc1cccc(CN(C)C(=O)c2cc(S(=O)(=O)N3CCCC3)ccc2C)c1OC	3.3	-4	-9	-5	-9	-5	1.4	-36	11
COc1cc(C(=O)NCC(c2cccs2)N2CCOCC2)cc(Br)c1OCc1ccccc1 (configuration not stated)	-0.5	-5	-2	4	-27	-9	-0.1	15	12
COc1ccc(-n2nc(C(=O)NCC(=O)N(C)Cc3ccccc3)c3ccccc3c2=O)c(OC)c1	0.0	-1	-7	14	-16	-6	0.0	7	-1
C=C(C)c1cccc(C(C)(C)NC(=O)N2CC(C)OC(C)C2)c1 (configuration not stated)	2.0	-1	4	14	-18	-10	0.4	-2	15
C[C@H](CO)N1C[C@H](C)[C@H](CN(C)C(=O)c2ccccn2)Oc2ncc(Br)cc2C1=O	.	-3	-10	-2	.	.	0.5	14	3
NC(=O)c1nc(-c2cccs2)nc2c1[nH]c(=O)n2-c1ccc(F)cc1	-0.2	1	3	19	4	-4	-0.2	-12	0
O=C(Cn1cc(C(F)(F)F)ccc1=O)N/N=C/c1cccc(Cl)c1Cl	3.1	-3	6	6	-23	-9	0.4	13	1
O=C1NN(c2ccc(F)c(Cl)c2)C(=O)/C1=C\c1cccc(OC(=O)c2cccs2)c1	-0.4	-1	7	11	-6	-10	0.9	12	1
Cc1nc(CCNC(=O)CC2C(=O)NCCN2Cc2ccccc2)sc1C (configuration not stated)	0.0	1	-3	11	-7	-8	0.1	1	10
Next section.
SMILES	V1aR counter	CHRM1 agonist	CHO-K1 Ca antag	M1 PAM parental	CHO parental Ca	OXTR potentiate	CHO-K1 Ca ag	TAAR1 antag	TAAR1 ag
COc1ccc(NC(=O)CN(C)C(=O)/C=C/c2cn(-c3ccccc3)nc2-c2ccc(F)cc2)cc1	0.1	-4	-4	7	-27	-6	-0.6	0	0
CCOc1ccccc1N(CC(=O)N1CCCCCC1)S(C)(=O)=O	0.0	-5	-11	16	-6	-12	0.3	4	1
O[C@@H]1CN(Cc2cccs2)[C@@H](c2ccccc2)C[C@H]1n1cc(-c2ccc(F)cc2)nn1	.	-3	-9	8	.	.	-0.2	12	5
CCOc1ccc(-c2cccc(NC(=O)c3cccs3)c2)nn1	-1.8	-4	-10	10	-10	-2	3.0	15	5
CC1CCc2cc(F)ccc2N1C(=O)c1cc2nc(-c3ccco3)cc(C(F)(F)F)n2n1 (configuration not stated)	-1.2	-3	-4	12	-18	-29	0.1	-31	-1
c1ccc(CCNc2ncnc3c2nnn3Cc2ccccc2)cc1	-1.4	-2	-2	2	-12	-7	-0.5	7	6
CCC(=O)N1CCN(c2ccc(NC(=O)COc3ccc(CC)cc3)cc2)CC1	5.3	-5	16	-4	-8	-13	3.3	-7	4
c1ccc(C2Nc3ccccc3Oc3ccccc32)cc1 (configuration not stated)	6.8	-1	4	-3	-41	-18	-0.3	14	39*
COC(=O)c1nnn(CC(=O)Nc2cccc(OC)c2)c1C(=O)OC	1.7	-3	9	-3	-2	-3	0.2	2	2
CC(=O)NCCSCCNC(C)=O	1.2	-2	-18	12	-16	-9	0.3	-12	4
COc1ccccc1NC(=S)NNC(=O)c1ccc(Cl)cc1Cl	6.8	1	1	9	-6	-22	3.2	0	4
O=C(/C=C/c1cccc(F)c1)Nc1cc(S(=O)(=O)N2CCOCC2)ccc1N1CCCC1	1.6	-8	-8	23	-3	-16	2.4	7	0
COc1ccc(-c2nn(-c3ccccc3)cc2/C=C/C(=O)OCC(=O)Nc2ccccc2C#N)cc1	0.8	-2	-8	-12	-14	-13	0.2	3	1

Limited to CHRM1 agonist, for 2 of the compounds above:
Compound,CHRM1 agonist
c1ccc(CCNc2ncnc3c2nnn3Cc2ccccc2)cc1,-2
CCC(=O)N1CCN(c2ccc(NC(=O)COc3ccc(CC)cc3)cc2)CC1,-5
